bovine MsrA act: activators of bovine methionine sulfoxide reductase A | purified bovine MsrA, absorbance read-out | activation, % at 10.6 µM | 360,000 compounds, 0.3% hits; in the data active means activation above about 7.5%;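 further: 0% = vehicle and 100% = reference activator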
SKN-1 inh: blocks SKN-1 activity in C. elegans | 360,000 compounds, 0.49% hits | C. elegans VP596 Pgst-4::GFP/RFP ratio, acrylamide-induced, 24 h | inhibition, % at 21.8 µM | AID 624304;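 active means interference check ratio from 0.5 to 1.5 plus GFP to RFP signal ratio inhibition reaching or exceeding a fixed threshold, cut at about 30% in these data, passing the limit was not always enough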; further: some compounds called inactive have numbers as strong as hits
NRP1-CendR mod: NRP-1/CendR interaction modulation; 360,000 compounds, 0.85% hits; O14786; AID 602438; FAM-RPARPAR peptide binding to NRP-1, fluorescence polarization; inhibition, % at 25 µM;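 active means inhibition or corrected inhibition above about 18%, plus a signal ratio from 0.5 to 1.5, limit read from the data, passing the limit was not always enough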; further: strong numbers were not always called active
Target sequence (O14786 whole entry, looked up): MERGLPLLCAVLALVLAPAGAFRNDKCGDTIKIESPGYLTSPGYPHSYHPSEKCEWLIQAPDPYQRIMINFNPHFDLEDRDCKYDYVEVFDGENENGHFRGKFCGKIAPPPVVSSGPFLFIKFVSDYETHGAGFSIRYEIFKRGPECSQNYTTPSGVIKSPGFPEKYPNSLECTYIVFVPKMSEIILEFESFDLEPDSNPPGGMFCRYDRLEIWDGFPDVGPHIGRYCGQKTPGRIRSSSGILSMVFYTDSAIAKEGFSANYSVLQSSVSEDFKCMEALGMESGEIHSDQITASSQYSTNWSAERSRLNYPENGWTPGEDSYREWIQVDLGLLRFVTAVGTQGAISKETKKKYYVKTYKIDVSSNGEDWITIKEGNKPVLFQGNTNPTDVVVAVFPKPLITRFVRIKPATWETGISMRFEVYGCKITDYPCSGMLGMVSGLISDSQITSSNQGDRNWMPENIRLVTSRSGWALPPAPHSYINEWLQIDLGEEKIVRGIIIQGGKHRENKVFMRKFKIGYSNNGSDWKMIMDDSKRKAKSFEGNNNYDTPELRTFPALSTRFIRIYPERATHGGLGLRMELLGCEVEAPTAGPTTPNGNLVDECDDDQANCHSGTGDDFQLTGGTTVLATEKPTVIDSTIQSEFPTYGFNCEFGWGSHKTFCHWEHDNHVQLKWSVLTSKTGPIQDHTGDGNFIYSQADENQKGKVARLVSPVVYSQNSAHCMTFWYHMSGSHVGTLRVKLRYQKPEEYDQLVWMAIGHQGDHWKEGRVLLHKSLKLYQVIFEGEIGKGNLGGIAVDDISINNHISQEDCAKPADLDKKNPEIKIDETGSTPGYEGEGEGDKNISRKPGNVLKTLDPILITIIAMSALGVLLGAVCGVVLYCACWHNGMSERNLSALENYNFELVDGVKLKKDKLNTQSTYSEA
MLLE-PAM2 inh: blocks PAM2 peptide binding to the PABP1 MLLE domain | P11940 | GST-MLLE / FITC-PAM2 fluorescence polarization | inhibition, % at 20 µM | 360,000 compounds, 0.36% hits | AID 588489; in the data active means inhibition above about 35%, passing the limit was not always enough;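 further: plate controls were DMSO wells with GST-MLLE for no effect and wells lacking GST-MLLE protein for full effect; some results filed as inactive read as strong as hits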
eLon inh: E. coli protease La inhibition; P0A9M0; purified E. coli Lon protease, fluorescence polarization; inhibition, % at 7.94 µM; 360,000 compounds, 0.42% hits; AID 602123; in the data active means inhibition above about 13%, passing the limit was not always enough;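 further: 0% = enzyme with probe and DMSO and 100% = no enzyme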
MsrA inh: inhibitors of bovine MsrA. purified bovine MsrA, absorbance read-out. inhibition, % at 15.5 µM. 360,000 compounds, 0.75% hits. AID 651718; in the data active means inhibition above about 4.5%;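 further: 0% = vehicle wells with enzyme and 100% = reference inhibitor wells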
MT1-MMP act inh: blocks activation of human MT1-MMP. GFP/RFP ratio change, % at 20 µM. HT1080 RFP-PRO-GFP cells, GFP/RFP ratio fluorescence, overnight; percent of plate control window, DMSO zero. AID 651647. P50281. 360,000 compounds, 0.061% hits;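 active means GFP/RFP ratio change of at least 30% with cell ATP level not reduced by more than half and red fluorescence within 50% of control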; further: strong numbers were not always called active
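system = RFP-PRO-GFP reporter HT1080 cells | dosing = 20 µM single dose, 1% DMSO | timing = overnight cell settling, then overnight compound exposure, 37 °C, 5% CO2 | read-out basis = GFP/RFP fluorescence ratio | controls = DMSO and RFP-L50D-GFP cell wells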
FAS-TE inh: FAS thioesterase (human) inhibition | recombinant FAS-TE, OMFH fluorogenic substrate, fluorescence endpoint | 360,000 compounds, 0.67% hits | inhibition, % at 15 µM | P49327;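 active means compounds whose normalised, plate-corrected inhibition of enzyme fluorescence in the single-dose primary screen is 50% or more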;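 further: 0% = DMSO with enzyme and 100% = substrate without enzyme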
Tb MetRS inh: blocks T. brucei methionyl-tRNA synthetase activity; purified T. brucei MetRS, ATP depletion, Kinase-Glo luminescence; inhibition, % at 11.9 µM; 360,000 compounds, 0.4% hits;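 active means inhibition above a per-plate cutoff of the control wells' mean inhibition plus 3 SD, cut at about 5.5% in these data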;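 further: 0% = DMSO wells median and 100% = median of wells with control inhibitor compound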
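technique = Kinase-Glo luminescence, ATP depletion format | system = purified MetRS (methionyl-tRNA synthetase) enzyme from Trypanosoma brucei | timing = 15 min preincubation, 2 h reaction, all 25 °C | evaluation = percent inhibition versus plate control medians | dosing = single dose, 11.9 µM final nominal, 0.9% final DMSO | also added = substrates ATP, L-methionine and bulk Escherichia coli tRNA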
Active calls of the source: *; . = no result given.

SMILES | bovine MsrA act | SKN-1 inh | NRP1-CendR mod | MLLE-PAM2 inh | eLon inh | MsrA inh | MT1-MMP act inh | FAS-TE inh | Tb MetRS inh
O=C(N/C(=C/c1ccc(Br)cc1)C(=O)N1CCCCC1)c1ccccc1F | -3 | 5 | -4 | 2 | -4 | -0.6 | 1 | 9 | -0.1
NC(c1csc(NC(=O)Nc2ccccc2Cl)n1)C1CCCCC1 (stereo unspecified) | -4 | 13 | 2 | -1 | -2 | 0.8 | -13 | -23 | -0.1
CCN1C(=O)C(=O)N(CC(=O)N2CCC(C)Sc3ccccc32)C1=O (stereo unspecified) | -1 | 7 | -3 | 0 | -13 | -0.8 | 0 | -9 | 0.3
Cc1nc(SCC(=O)Nc2c(C)n(C)n(-c3ccccc3)c2=O)[nH]c(=O)c1Cc1ccccc1 | -2 | -9 | -5 | 15 | -21 | 1.6 | 0 | 0 | -0.1
O=C(OCc1cncs1)c1ccccc1 | -2 | -1 | 8 | 4 | 6 | -0.7 | -4 | -6 | -0.3
Cc1ccc(CC(=O)N2CC(C)OC(C)C2)cc1 (stereo unspecified) | -3 | 1 | -1 | -6 | -2 | 0.1 | 0 | -4 | 0.1
c1ccc(CCc2nn3c(Cn4nnc5ccccc54)nnc3s2)cc1 | -3 | -2 | -5 | 27 | -11 | -0.6 | -2 | -3 | -0.2
COc1cc(/C=C(/NC(=O)c2ccc(Cl)cc2Cl)C(=O)O)cc(OC)c1OC | 0 | 5 | -3 | -5 | 6 | 1.2 | 1 | 1 | 0.3
CCC(=O)Nc1cccc(-c2nc3ccccc3c(=O)o2)c1 | 5 | 1 | 1 | 0 | -8 | 0.5 | 3 | 15 | 0.4
CCOC(=O)CNC(=O)c1ccc(Br)s1 | 0 | 0 | -12 | 5 | -5 | 0.3 | 3 | -2 | 0.4
CCCOc1ccc(F)cc1-c1cc(C(=O)NCc2cc(C(F)(F)F)cc(C(F)(F)F)c2)[nH]n1 | -2 | 3 | -7 | -14 | -1 | . | 0 | 19 | 0.8
CNC(=S)N/N=C/c1cn(Cc2ccc(C)cc2)c2ccccc12 | -4 | 7 | 5 | 23 | -2 | 2.1 | -2 | 29 | -0.5

Entries of single compounds from above. Order of values: bovine MsrA act | SKN-1 inh | NRP1-CendR mod | MLLE-PAM2 inh | eLon inh | MsrA inh | MT1-MMP act inh | FAS-TE inh | Tb MetRS inh
Cc1nc(SCC(=O)Nc2c(C)n(C)n(-c3ccccc3)c2=O)[nH]c(=O)c1Cc1ccccc1 across the screens: -2 | -9 | -5 | 15 | -21 | 1.6 | 0 | 0 | -0.1
COc1cc(/C=C(/NC(=O)c2ccc(Cl)cc2Cl)C(=O)O)cc(OC)c1OC across the screens: 0 | 5 | -3 | -5 | 6 | 1.2 | 1 | 1 | 0.3
CCN1C(=O)C(=O)N(CC(=O)N2CCC(C)Sc3ccccc32)C1=O (stereo unspecified) across the screens: -1 | 7 | -3 | 0 | -13 | -0.8 | 0 | -9 | 0.3

Some entries already given, showing only Tb MetRS inh.
Compound,Tb MetRS inh
O=C(N/C(=C/c1ccc(Br)cc1)C(=O)N1CCCCC1)c1ccccc1F,-0.1
NC(c1csc(NC(=O)Nc2ccccc2Cl)n1)C1CCCCC1 (stereo unspecified),-0.1
CCN1C(=O)C(=O)N(CC(=O)N2CCC(C)Sc3ccccc32)C1=O (stereo unspecified),0.3
Cc1nc(SCC(=O)Nc2c(C)n(C)n(-c3ccccc3)c2=O)[nH]c(=O)c1Cc1ccccc1,-0.1
O=C(OCc1cncs1)c1ccccc1,-0.3

Quoted from the listing:
Result of O=C(N/C(=C/c1ccc(Br)cc1)C(=O)N1CCCCC1)c1ccccc1F under MLLE-PAM2 inh: 2
Result of CCOC(=O)CNC(=O)c1ccc(Br)s1 under MT1-MMP act inh: 3

The listing continues.
SMILES | bovine MsrA act | SKN-1 inh | NRP1-CendR mod | MLLE-PAM2 inh | eLon inh | MsrA inh | MT1-MMP act inh | FAS-TE inh | Tb MetRS inh
COc1ccccc1-c1noc2ncnc(Nc3ccccc3C)c12 | -1 | -13 | -4 | -3 | 1 | 0.1 | -5 | 2 | 0.5
Cc1nnc(N2C(=O)c3oc4ccccc4c(=O)c3C2c2ccco2)s1 (stereo unspecified) | -2 | -2 | -5 | 48* | -6 | 1.2 | 0 | -6 | 0.2
CC(/C=N/NC(=O)c1nnn(-c2nonc2N)c1C(C)C)=C\c1ccccc1 | -9 | 6 | -2 | -5 | -7 | 4.0 | 5 | 16 | 0.1
COc1ccc(C(=O)Nc2cccc(-c3csc(C)n3)c2)cc1S(=O)(=O)N1CCCC1 | -4 | 2 | -5 | 9 | -1 | 0.7 | 1 | 7 | -0.4
CCC(=O)N(C)C[C@@H]1Oc2ncc(Br)cc2C(=O)N([C@@H](C)CO)C[C@H]1C | -3 | -7 | -8 | 9 | 0 | -0.7 | 3 | -11 | -1.2
CCOC(=O)c1ccc(NC(=S)N2CCSC2c2ccc(Br)cc2)cc1 (stereo unspecified) | -3 | -1 | 1 | 13 | -23 | -0.1 | 5 | 28 | 0.4
CCc1cc(C(=O)c2ccccc2)c(N)s1 | -2 | 7 | 6 | 19 | 6 | 0.2 | -2 | 6 | -0.4
Nc1nonc1C(=O)NCCNCc1ccccc1 | -6 | -6 | 2 | 2 | -3 | 0.3 | 3 | -6 | -0.3
Cc1nnsc1S(=O)(=O)Cc1ccccc1C(F)(F)F | -2 | -4 | -4 | 8 | 1 | -0.9 | 3 | 1 | -0.1
Nc1nc2c(ncn2-c2ccccc2)c(=O)[nH]1 | -8 | -2 | 5 | 0 | -3 | 0.3 | 3 | -6 | 0.2
CS(=O)(=O)N(CC(=O)N1CCCCCC1)c1ccccc1 | -7 | 9 | -2 | -14 | 5 | -0.1 | -1 | -13 | 0.0
CCNc1nc(NC(C)C)nc(OCC)n1 | 0 | 5 | -2 | 4 | 3 | -0.4 | 0 | -2 | 0.0

A second format for 3 compounds above:
| SMILES | bovine MsrA act | SKN-1 inh | NRP1-CendR mod | MLLE-PAM2 inh | eLon inh | MsrA inh | MT1-MMP act inh | FAS-TE inh | Tb MetRS inh |
| --- | --- | --- | --- | --- | --- | --- | --- | --- | --- |
| COc1ccc(C(=O)Nc2cccc(-c3csc(C)n3)c2)cc1S(=O)(=O)N1CCCC1 | -4 | 2 | -5 | 9 | -1 | 0.7 | 1 | 7 | -0.4 |
| CCC(=O)N(C)C[C@@H]1Oc2ncc(Br)cc2C(=O)N([C@@H](C)CO)C[C@H]1C | -3 | -7 | -8 | 9 | 0 | -0.7 | 3 | -11 | -1.2 |
| CCOC(=O)c1ccc(NC(=S)N2CCSC2c2ccc(Br)cc2)cc1 (stereo unspecified) | -3 | -1 | 1 | 13 | -23 | -0.1 | 5 | 28 | 0.4 |

Other entries follow.
SMILES | bovine MsrA act | SKN-1 inh | NRP1-CendR mod | MLLE-PAM2 inh | eLon inh | MsrA inh | MT1-MMP act inh | FAS-TE inh | Tb MetRS inh
CC(=O)Oc1ccc(C23c4ccccc4C2(OC(C)=O)c2cc(OC(C)=O)ccc23)cc1 (stereo unspecified) | -1 | 23 | 10 | -12 | -6 | 0.5 | 0 | 25 | -0.3
CCn1c(SCC(=O)N/N=C/c2ccc(OC)c(OC)c2)nc2ccccc21 | -1 | 14 | 9 | -10 | -4 | 1.4 | -2 | -1 | 0.0
CC(=O)N/N=C/c1c(C)[nH]n(-c2ccccc2)c1=O | -7 | 16 | -5 | -12 | 3 | 1.1 | 1 | -9 | -0.6
CCOc1ccc(CCNC(=O)c2ccc3c(=O)n4c(nc3c2)CCCCC4)cc1 | -2 | 15 | -6 | 11 | -4 | -0.1 | -3 | 3 | -0.3
O=C(Nc1nc2ccccc2[nH]1)C1CCN(S(=O)(=O)c2cccs2)CC1 | -7 | -13 | -15 | 4 | -10 | -0.5 | 2 | -7 | -0.2
Cc1ccc(NC(=O)c2sc3nc(N4CCOCC4)c4c(c3c2N)CC(C)(C)OC4)cc1 | -4 | 16 | 4 | 24 | -2 | 0.7 | 0 | -3 | 0.2
CSCCC(NC(=O)CCNC(=O)c1ccccc1Cl)c1nc2ccccc2[nH]1 (stereo unspecified) | -1 | 10 | -2 | 3 | -3 | -0.7 | -1 | -6 | 0.0
CCN(CC(=O)Nc1c(F)cccc1F)C(=O)CSCc1ccc(C)cc1 | -4 | 6 | -10 | 3 | -15 | 0.3 | -2 | -6 | -0.3
CC1CCN(C(=O)CN(Cc2ccc(F)cc2)S(C)(=O)=O)CC1 | 0 | 4 | -18 | 20 | -7 | -0.3 | 1 | -2 | -0.9
C=C(C)c1cccc(C(C)(C)NC(=O)NCc2ccc(OC)c(OC)c2)c1 | -5 | 3 | -4 | -1 | -8 | -0.9 | 4 | -2 | -0.8
CC(C)c1ccccc1OCCNC(=O)c1cncc(Br)c1 | -3 | 7 | 14 | 3 | 1 | -1.1 | -3 | 13 | 0.5
Cc1cnc(CN(C)C(=O)CC2C(=O)NCCN2CCCc2ccccc2)[nH]1 (stereo unspecified) | -3 | -5 | 6 | -5 | 2 | 0.1 | -2 | -3 | 0.1
COc1ccc(NC(=O)CN(C)C(C)C(=O)N2CCCCC2)cc1 (stereo unspecified) | -1 | 2 | -1 | 11 | 8 | -0.6 | 3 | -8 | 0.3
O=C(Nc1ncc2c(n1)CC(c1ccco1)CC2=O)c1ccco1 (stereo unspecified) | -8 | 5 | 4 | 2 | 10 | 1.0 | 1 | -4 | -1.0
Cn1nc(C(=O)OCc2ccc(Br)cc2F)c2ccccc2c1=O | -4 | 9 | -3 | -2 | 4 | 0.4 | -5 | 30 | -0.3
O=C(O)CCC(=O)N1N=C(c2cccs2)CC1c1cn(-c2ccccc2)nc1-c1ccccc1 (stereo unspecified) | -10 | 4 | -17 | -14 | 1 | 1.1 | 2 | -3 | -1.4
COc1ccc(OCCNC(=O)/C=C/c2ccccc2)cc1 | -8 | 2 | 4 | -5 | -5 | -0.6 | 4 | -4 | -1.1
CC[C@@]1(C(=O)OC)N[C@H](CN(C)C(=O)Nc2ccc(F)cc2)[C@@H]2C(=O)N(Cc3ccccc3)C(=O)[C@@H]21 | 0 | -9 | -13 | 2 | -3 | -0.1 | 1 | -6 | 0.2
O=C(c1cc(-c2ccncc2)nc2c(Cl)cccc12)N1CCN(c2ccccc2F)CC1 | -2 | 20 | -7 | 11 | 2 | 0.0 | 2 | 21 | -0.4
O=C(NC1CCCCC1)c1sc(N2CCOCC2)nc1-c1ccccc1 | -3 | 8 | -11 | 0 | 0 | -0.5 | -2 | -7 | -0.6
COc1ccc(Cc2c(-c3cccc(Br)c3)nc3c(C)cc(Br)cn23)c(C)c1 | -1 | 7 | -6 | -13 | -14 | 0.8 | -1 | 10 | -0.1
